S2 tox: viability counter-screen for ATXN expression inhibitors; S2 cells (HEK-293 line with an ATXN2-luciferase reporter) viability, CellTiter-Fluor protease fluorescence, 24 h; Potency, µM (series often up to 56.7 µM), most hits filed as cytotoxic; hit rate 0.49% among 400,000; AID 651635; further: potency means the concentration at half of the fitted maximal effect; nearly all actives have a fitted effect of over 40% in size
Nrf2 activator: Nrf2 pathway activation; AREc32 ARE-luciferase reporter (MCF7-derived line), luminescence, 24 h; Potency, µM (series often up to 46.1 µM), for inactives: top-dose activation, usual class: activators; hit rate 0.31% among 410,000; further: potency means the concentration at half of the fitted maximal effect; % of control where 0% means no effect; nearly all actives have a fitted effect of over 65% in size
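Reporter line AREc32 (ARE-Fluc), seeded overnight in OPTI-MEM with 5% FBS; compound pin-transferred, 24 hr at 37 deg C, 5% CO2; luminescent read-out.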
ATXN2 expr inh: inhibitors of ATXN2 expression; HEK-293 ATXN2-luciferase reporter, luminescence, 24 h; Potency, µM (doses to about 57 µM), for inactives: at the top dose activity change, negative = inhibition, most hits filed as inhibitors; hit rate 0.72% among 360,000; AID 1745845; further: potency means the concentration at half of the fitted maximal effect; on the % scale 0 is the no-effect control and ±100 the full control effect; nearly all actives have a fitted effect of over 55% in size
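qHTS (up to 57 uM final) was run with 24 h compound exposure of reporter cells at 37 °C. Each well was multiplexed: SteadyGlo luminescence measured ATXN2-luciferase expression after a fluorogenic Gly-Phe-AFC viability readout (25 uM final).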
IL-2 act: IL-2 activation. IL-2 activation reporter assay, cell-based qHTS; stimulated with anti-CD3/CD4/CD28 beads; in transgenic mouse T cells. hit rate 0.065% among 360,000. activation, % (series mostly up to about 46 µM); in the data active means activation above about 50%; inconclusive means mostly about 30% to 49%; further: 0% is about no effect
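Readout is EGFP and DsRed signal by fluorescent plate cytometry after 18 h at 37 degrees C. Transgenic mouse T cells (750/well) received compound for 60 min before bead stimulation (anti-CD3, anti-CD4, anti-CD28); memory T cells served as non-tolerant control.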
EPAC2 ag: agonists of human EPAC2 (RAPGEF4). AID 720711. Potency, µM (doses to about 154 µM), inactives show at the highest dose activation, most hits filed as activators. Q8WZA2. EPAC2 activation, biochemical qHTS; response scale: 100% = 6.5 mM cAMP response. hit rate 0.079% among 360,000; further: potency means the concentration at half of the fitted maximal effect; nearly all actives have a fitted effect of over 50% in size
Target sequence (Q8WZA2 whole entry, looked up): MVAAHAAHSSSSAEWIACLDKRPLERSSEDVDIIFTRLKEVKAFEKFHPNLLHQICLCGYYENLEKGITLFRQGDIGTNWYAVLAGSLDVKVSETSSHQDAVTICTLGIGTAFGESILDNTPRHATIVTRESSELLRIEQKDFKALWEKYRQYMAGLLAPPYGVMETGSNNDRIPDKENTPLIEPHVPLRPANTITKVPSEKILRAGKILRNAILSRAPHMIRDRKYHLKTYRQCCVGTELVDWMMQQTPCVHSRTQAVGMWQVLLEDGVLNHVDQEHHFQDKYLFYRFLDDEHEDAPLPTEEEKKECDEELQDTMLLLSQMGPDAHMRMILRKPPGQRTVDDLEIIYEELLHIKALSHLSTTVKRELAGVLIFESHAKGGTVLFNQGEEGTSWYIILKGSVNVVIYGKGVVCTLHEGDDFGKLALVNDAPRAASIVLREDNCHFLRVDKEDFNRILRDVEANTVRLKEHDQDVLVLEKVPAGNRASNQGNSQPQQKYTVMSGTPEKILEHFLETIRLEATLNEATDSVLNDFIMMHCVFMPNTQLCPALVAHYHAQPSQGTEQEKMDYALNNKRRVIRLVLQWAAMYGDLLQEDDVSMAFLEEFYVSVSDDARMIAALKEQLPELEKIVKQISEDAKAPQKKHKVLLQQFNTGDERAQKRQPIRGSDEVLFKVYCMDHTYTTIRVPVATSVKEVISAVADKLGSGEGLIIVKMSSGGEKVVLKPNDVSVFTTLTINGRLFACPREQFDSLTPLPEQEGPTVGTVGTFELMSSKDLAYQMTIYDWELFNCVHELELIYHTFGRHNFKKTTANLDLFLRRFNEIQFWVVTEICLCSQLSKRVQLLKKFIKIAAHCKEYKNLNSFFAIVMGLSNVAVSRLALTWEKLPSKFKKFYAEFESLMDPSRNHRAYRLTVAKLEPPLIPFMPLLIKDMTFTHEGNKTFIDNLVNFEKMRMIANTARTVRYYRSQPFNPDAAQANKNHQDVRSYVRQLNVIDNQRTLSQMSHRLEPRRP
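Exchange assay: 100 nM EPAC2 with 250 nM Rap1B-BODIPY-GDP and 50 uM GDP. Fluorescence (ex 480/em 540 nm) read every 5 min for 30 min at room temperature. Data normalized to 6.5 mM cAMP as agonist control.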
Nrf2 block: inhibitors of Nrf2 signaling; AID 504444; A549 ARE-Fluc reporter, luciferase luminescence, 18-24 h; Potency, µM (top dose mostly 46 µM), without a hit: at the highest dose activity change, negative = inhibition, actives largely listed as inhibitors; hit rate 2.1% among 360,000; further: potency means the concentration at half of the fitted maximal effect; on the % scale 0 is the no-effect control and ±100 the full control effect; nearly all actives have a fitted effect of over 60% in size
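A549 ARE_Fluc cells, 5000/well, 5% FBS OPTI-MEM; compounds in dose-response, 18-24 h at 37 °C/5% CO2; CellTiter-Fluor viability read (Ex 405/Em 525), then BugLite luciferase luminescence = Nrf2 activity.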
TGFb inhibitor: blocks TGF-b signaling; HepG2 CAGA-GFP TGF-b/SMAD3 reporter, GFP fluorescence, 18 h; TGF-beta stimulated, 500 pg/mL final; hit rate 1.2% among 410,000; Potency, µM (highest dose often 46.1 µM), for inactives: at the top dose activity, negative = inhibition, hits mostly inhibitors; further: potency means the concentration at half of the fitted maximal effect; on the % scale 0 is the no-effect control and ±100 the full control effect; nearly all actives have a fitted effect of over 65% in size
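Using HEPG2 CAGA-GFP reporter cells at 1000 cells/well, we pinned test compounds, stimulated with recombinant TGF-beta (500 pg/mL final) and measured total well GFP after 18 h.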
A549 viability: kills or reduces viability of A549 cells in Nrf2 counter-screen; hit rate 0.16% among 390,000; Potency, µM (highest dose often 46 µM), for inactives: at the top dose activity change, negative = cytotoxicity, usual class: inhibitors; A549 ARE-Fluc cells, CellTiter-Fluor viability, 18-24 h; further: potency means the concentration at half of the fitted maximal effect; on the % scale 0 is the no-effect control and ±100 the full control effect
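A549 ARE-Fluc cells in 5% FBS OPTI-MEM, 5000 cells/well, rested 2 h then exposed to compounds in concentration-response for 18-24 h at 37 °C. Viability by CellTiter-Fluor fluorescence (Ex 405/Em 525) after 30 min; luciferase luminescence (BugLite, 15 min, RT) read afterwards.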
HepG2 tox: HepG2 cytotoxicity, counter-screen for TGF-b inhibitors | HepG2 CAGA-GFP viability, ATP luminescence, 18 h | Potency, µM (doses to about 46.1 µM), without a hit: top-dose activity change, negative = cytotoxicity, actives largely listed as cytotoxic | hit rate 0.76% among 410,000; further: potency means the concentration at half of the fitted maximal effect; some results filed as inactive show a strong effect at the top dose
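HepG2 CAGA-GFP cells (1000/well, DMEM with 1% FBS) received compound, then TGF-beta at 500 pg/mL final, and were incubated 18 hours at 37 degrees C. Viability was read by CellTiter-Glo luminescence. Media-only wells were set as complete cell-killing and DMSO as no toxicity.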
Active calls of the source: *; i = inactive; ? = inconclusive; · = not tested or not shown; [ ] = dose if it differs, or a comment. Unless noted, the call rests on the fitted dose curve; in most records, active means well fitted curve in the direction sought with a large enough effect; inconclusive means small, poorly fitted or top-dose-only effect, or another doubt; inactive means no such curve, though single readings can be large; an effect the other way counts as inactive or inconclusive.

No.	Compound	S2 tox	Nrf2 activator	ATXN2 expr inh	IL-2 act	EPAC2 ag
1	COc1cc(Cl)ccc1OCc1cc(C(=O)N2C[C@]3(C)C[C@H]2CC(C)(C)C3)no1	i	2.6%	1%	-3.9	15%
2	Clc1ccc(/C=C/c2nc3ccccc3[nH]2)c(Cl)c1	i	-1.1%	?	0.9	11%
3	Cc1ccc(N(CC(=O)NCCc2ccccc2)S(=O)(=O)N(C)C)cc1	i	0.5%	4%	·	·
4	CCc1ccc(-c2nc(SCC(=O)N(C)C3CCS(=O)(=O)C3)n[nH]2)cc1 (stereo not given)	i	3.0%	18%	-0.2	-6%
5	COC(=O)c1sccc1NC(=O)CSc1ccc(Cl)cc1	i	21%	0%	-3.3	16%
6	CCN(CC)Cc1c(O)c(Cl)cc2c(C)cc(=O)oc12	i	-1.6%	3%	-0.1	7%
7	COc1cc(/C=C(\CCC(=O)O)c2nc3ccccc3s2)ccc1OCC(=O)Nc1c(Cl)cccc1Cl	i	-1.0%	5%	0.9	-1%
8	O=c1c2c3c(sc2[nH]c(=S)n1Cc1ccco1)CCC3	i	11%	-1%	-0.5	-4%

No.	Nrf2 block	TGFb inhibitor	A549 viability	HepG2 tox
1	-1%	?	?	1%
2	?	?	-7%	-58%
3	-9%	-7%	-4%	-4%
4	4%	2%	-7%	-10%
5	-63%	-2%	-6%	-1%
6	2%	5%	2%	12%
7	-24%	2%	1%	-7%
8	-17%	-3%	-4%	-18%

(more compounds)
No.	Compound	S2 tox	Nrf2 activator	ATXN2 expr inh	IL-2 act	EPAC2 ag
9	COCCNC(=O)c1onc(CSc2ccc(F)cc2)c1C(=O)NCCOC	i	-0.5%	4%	-0.2	7%
10	N#Cc1ccc(S(=O)(=O)N2CCN(CN3C(=O)CC4(CCCC4)C3=O)CC2)cc1	i	-1.2%	·	-1.6	9%
11	CC(=O)NC(c1ccccc1)c1cc([N+](=O)[O-])c2cccnc2c1O (stereo not given)	?	-1.0%	?	4.9	0%
12	Cc1nn(CCOc2ccccc2)c(=O)n1-c1ccccc1F	i	0.2%	60%[activator]	0.2	0%
13	CCOc1ccccc1Nc1nc(N2CCCC2)nc(N2CCOCC2)n1	i	0.1%	3%	-0.5	9%
14	CCC(OC(=O)C(CC(C)C)NC(=O)c1ccccc1)C(=O)Nc1nnc(C)s1 (stereo not given)	i	2.3%	-2%	-0.2	5%
15	Nc1nc(NCC2CCCO2)nc(Nc2ccccc2)c1[N+](=O)[O-] (stereo not given)	i	3.2%	-11%	-0.7	2%
16	CCCCNC(=O)[C@@H](c1ccccc1)N1Cc2ccccc2C1=O	i	-0.8%	0%	·	·

No.	Nrf2 block	TGFb inhibitor	A549 viability	HepG2 tox
9	4%	5%	-1%	-14%
10	·	-11%	·	-4%
11	15µM*	?	?	3%
12	?	5%	2%	1%
13	-17%	-1%	16%	-13%
14	30%	-4%	-11%	-1%
15	1%	-7%	-10%	12%
16	?	-19%	-7%	2%

More records.
No.	Compound	S2 tox	Nrf2 activator	ATXN2 expr inh	IL-2 act	EPAC2 ag
17	COc1ccc(NC(=O)/C(=C/c2ccc(OC(C)=O)c(OC)c2)NC(C)=O)cc1	i	-0.5%	-6%	1.9	10%
18	Cc1ccc(-c2onc(C)c2C)cc1S(=O)(=O)N1CCN(c2ccccc2F)CC1	·	-0.8%	·	·	·
19	CC(C)OC(=O)c1cc2c(ccn2C)n1CC(=O)N(Cc1ccccc1)c1ccccc1	i	0.3%	44%[activator]	-0.6	2%
20	O=C(NNS(=O)(=O)c1ccc([N+](=O)[O-])cc1)c1ccccc1	?	-0.2%	0%	1.7	0%
21	CC1(C(=O)NS(=O)(=O)c2cccc(F)c2)CCN1C(=O)c1ccco1 (stereo not given)	i	-0.5%	-9%	0.5	6%
22	COc1ccc(CCNC(=O)C2CCC(=O)N(C3CCCCCC3)C2)cc1 (stereo not given)	i	0.2%	6%	1.9	1%
23	COc1ccc(NC(=O)CC2C(=O)N(c3ccc(Cl)cc3)C(=S)N2CCc2ccncc2)cc1 (stereo not given)	i	21%	?	-0.7	-8%
24	CCCn1c(O)c(N=NC(=O)CNC(=O)Cc2ccc(OC)cc2)c2ccccc21	i	0.5%	-6%	-1.5	4%

No.	Nrf2 block	TGFb inhibitor	A549 viability	HepG2 tox
17	6%	5%	-9%	2%
18	?	0%	-17%	-10%
19	?	?	?	-1%
20	3%	-3%	-3%	7%
21	·	11%	·	2%
22	0%	2%	1%	-30%
23	·	?	?	-45%
24	17%	15%	5%	-3%

Going on with the list:
No.	Compound	S2 tox	Nrf2 activator	ATXN2 expr inh	IL-2 act	EPAC2 ag
25	S=C1SCN(Cc2ccccc2)CN1Cc1ccccc1	i	?	-18%	-4.5	4%
26	CN(Cc1ccc2c(c1)OCCO2)C(=O)CSc1ncnc2sccc12	i	4.2%	-13%	-4.1	3%
27	CCOC(=O)CN(c1cc([N+](=O)[O-])ccc1OC)S(C)(=O)=O	i	-0.7%	-14%	-0.1	0%
28	O=C(c1cccs1)N1CCN=C1SCc1ccccc1F	?	6.0%	-10%	-0.9	14%
29	CC1=C(C(=O)Nc2ccccc2)C(c2ccc(C(=O)O)cc2)n2nc(SCC(=O)c3ccc(C)cc3)nc2N1 (stereo not given)	i	0.6%	-3%	·	·
30	COc1ccc(C(=O)NCCNc2ccc([N+](=O)[O-])cc2)cc1OC	i	-0.5%	-4%	2.0	0%
31	CCC(C)NC(=O)COCc1cc(-c2ccc3c(c2)OCO3)on1 (stereo not given)	i	2.0%	15%	-0.7	4%
32	CCCCCCSc1nnc2c(n1)OC(C)Nc1ccc(Br)cc1-2 (stereo not given)	i	3.5%	3%	·	·

No.	Nrf2 block	TGFb inhibitor	A549 viability	HepG2 tox
25	-16%	?	0%	-52%
26	?	-13%	-5%	-3%
27	4%	11%	6%	-11%
28	?	-3%	-11%	7%
29	·	-2%	1%	-3%
30	-12%	0%	-17%	1%
31	3%	0%	2%	0%
32	10%	4%	-1%	-7%

Further results follow:
No.	Compound	S2 tox	Nrf2 activator	ATXN2 expr inh	IL-2 act	EPAC2 ag
33	O=c1cc(-c2ccco2)nc(SCc2cccc(Cl)c2)[nH]1	i	?	·	1.0	3%
34	CN(C(=O)c1cccc(C#N)c1)c1nnc(-c2ccncc2)s1	i	-0.2%	-14%	-0.8	-4%
35	COCCNC(=O)c1ccc(-n2c(SCc3ccncc3)nc3ccccc3c2=O)cc1	i	-0.6%	-8%	-3.3	-4%
36	COC(Cn1c(C)c(C(C)=O)c(C(C)=O)c1C)OC	i	-0.2%	-6%	-0.7	11%
37	O=C1Nc2ccccc2C1(O)C/C(=N/O)c1ccccc1 (stereo not given)	i	2.4%	-14%	-0.6	1%
38	CC(=O)OC1=Cc2c(ccc3ccc(=O)oc23)OC1(C)C	i	0.5%	-1%	-4.1	1%
39	O=C(Nc1cccc2c1C(=O)NC2=O)c1ccccc1[N+](=O)[O-]	·	-0.9%	-14%	-0.6	1%
40	Cc1coc(NC(=O)CSc2nc(-c3ccncc3)cc(C(F)(F)F)c2C#N)n1	i	0.0%	-16%	?	-1%

No.	Nrf2 block	TGFb inhibitor	A549 viability	HepG2 tox
33	5%	-1%	3%	-4%
34	3%	9%	12%	-72%
35	-18%	25%	0%	1%
36	8%	-3%	11%	0%
37	?	-21%	-5%	-3%
38	·	?	-5%	3%
39	-22%	9%	?	-6%
40	4%	209%[activator]	-9%	-10%

Structures above that have an aryl methoxy group, in the order listed:
No.	Compound	S2 tox	Nrf2 activator	ATXN2 expr inh	IL-2 act	EPAC2 ag
1	COc1cc(Cl)ccc1OCc1cc(C(=O)N2C[C@]3(C)C[C@H]2CC(C)(C)C3)no1	i	2.6%	1%	-3.9	15%
7	COc1cc(/C=C(\CCC(=O)O)c2nc3ccccc3s2)ccc1OCC(=O)Nc1c(Cl)cccc1Cl	i	-1.0%	5%	0.9	-1%
17	COc1ccc(NC(=O)/C(=C/c2ccc(OC(C)=O)c(OC)c2)NC(C)=O)cc1	i	-0.5%	-6%	1.9	10%
22	COc1ccc(CCNC(=O)C2CCC(=O)N(C3CCCCCC3)C2)cc1 (stereo not given)	i	0.2%	6%	1.9	1%
23	COc1ccc(NC(=O)CC2C(=O)N(c3ccc(Cl)cc3)C(=S)N2CCc2ccncc2)cc1 (stereo not given)	i	21%	?	-0.7	-8%
24	CCCn1c(O)c(N=NC(=O)CNC(=O)Cc2ccc(OC)cc2)c2ccccc21	i	0.5%	-6%	-1.5	4%
27	CCOC(=O)CN(c1cc([N+](=O)[O-])ccc1OC)S(C)(=O)=O	i	-0.7%	-14%	-0.1	0%
30	COc1ccc(C(=O)NCCNc2ccc([N+](=O)[O-])cc2)cc1OC	i	-0.5%	-4%	2.0	0%

No.	Nrf2 block	TGFb inhibitor	A549 viability	HepG2 tox
1	-1%	?	?	1%
7	-24%	2%	1%	-7%
17	6%	5%	-9%	2%
22	0%	2%	1%	-30%
23	·	?	?	-45%
24	17%	15%	5%	-3%
27	4%	11%	6%	-11%
30	-12%	0%	-17%	1%

Screening results deposited in PubChem BioAssay by National Center for Advancing Translational Sciences (NCATS).
